Bfl-1 Bim block: inhibitors of Bim binding to Bfl-1, primary screen, biochemical, multiplexed, bead-based flow cytometry. Bcl-2-related protein A1 (Homo sapiens), Q16548. Bim-Bfl-1 binding inhibition. inhibition, % at 10 µM. actives 0.12% (n = 190,000). AID 1008, 2008;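 note: 0% = wells without compound plus tracer and 100% = blocker peptide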
Mcl1-Bid inh: Mcl-1/Bid binding inhibitors, primary screen, biochemical, TR-FRET, 1536-well. Induced myeloid leukemia cell differentiation protein Mcl-1 (Homo sapiens), Q07820. TR-FRET Mcl-1/Bid-Dy647 peptide binding. inhibition, % at 21.7 µM. actives 0.97% (n = 220,000);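 active = compounds that cut the binding signal by more than half at the single screening dose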;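 note: His-tagged Mcl-1 with europium anti-His antibody binding Bid BH3 peptide; 0% = Mcl-1 plus peptide wells and 100% = peptide-only wells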
Mcl-1 Bim block: inhibitors of Bim peptide binding to Mcl-1, primary screen, biochemical, bead-based flow cytometry, multiplex. Induced myeloid leukemia cell differentiation protein Mcl-1 (Homo sapiens), Q07820. Bim peptide-Mcl-1 binding. inhibition, % at 10 µM. actives 0.1% (n = 190,000);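 note: 0% = no compound tracer wells and 100% = peptide blocker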
RGS8-Gao reg: RGS8-Galphao binding modulators, primary screen, biochemical, multiplexed bead flow cytometry; Guanine nucleotide-binding protein G(o) subunit alpha (Homo sapiens), P09471; actives lie on both sides; response (percent of control binding), % at 10 µM; actives 0.34% (n = 220,000); in the data active = response below about 60% or above about 140%; inactive = in between;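 note: Galphao activated as the GDP aluminium fluoride complex binding bead-coupled RGS8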
RGS4-Gao reg: modulators of RGS4 binding to Galphao, primary screen, biochemical, multiplexed bead flow cytometry; actives lie on both sides; binding response (% of control), % at 10 µM; actives 0.33% (n = 220,000); AID 1415, 2008; in the data active = binding response below about 49% or above about 150%; inactive = in between;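 note: fluorescent Galphao activated with aluminum fluoride binding bead-coupled RGS4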
Mcl1-Noxa inh: Mcl-1/Noxa binding inhibitors, primary screen, biochemical, TR-FRET, 1536-well; Induced myeloid leukemia cell differentiation protein Mcl-1 (Homo sapiens), Q07820; TR-FRET Mcl-1/Noxa peptide binding, 2 h; inhibition, % at 21.7 µM; actives 1.5% (n = 220,000); AID 1022, 2008;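 active = compounds that cut the protein-peptide binding signal by more than 50% relative to plate controls in a single-dose test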;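 note: His-tagged Mcl-1 with rhodamine Noxa BH3 peptide and terbium anti-His antibody; 0% = Mcl-1 plus Noxa peptide wells and 100% = peptide-only wells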
Bim-Bcl-XL: inhibitors of Bim-Bcl-XL binding, primary screen, biochemical, multiplexed, bead flow cytometry, human Bcl-XL | Bim peptide-Bcl-XL binding, fluorescence | AID 1007, 2008 | actives 0.04% (n = 190,000) | inhibition, % at 10 µM | Bcl-2-like protein 1 (Homo sapiens), Q07817
Target sequence (Q07817 whole entry, looked up): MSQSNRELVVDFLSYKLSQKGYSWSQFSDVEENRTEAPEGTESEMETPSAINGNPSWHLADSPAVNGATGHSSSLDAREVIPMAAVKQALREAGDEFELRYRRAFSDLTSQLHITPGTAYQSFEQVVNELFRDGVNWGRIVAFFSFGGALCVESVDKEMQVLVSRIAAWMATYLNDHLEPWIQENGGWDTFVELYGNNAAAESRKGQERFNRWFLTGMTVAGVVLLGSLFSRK
RGS7-Gao: RGS7-Galphao binding modulators, primary screen, biochemical, multiplexed bead flow cytometry. binding response (% of control), % at 10 µM. actives lie on both sides. actives 0.35% (n = 220,000). Guanine nucleotide-binding protein G(o) subunit alpha (Homo sapiens), P09471. AID 1439, 2008; in the data active = binding response below about 49% or above about 150%; inconclusive = no clear call, values can overlap the other calls; inactive = in between;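 note: fluorescent Galphao held in activated GDP-AlF4 state binding bead-coupled RGS7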
Bcl-B Bim block: inhibitors of Bim-Bcl-B binding, primary screen, biochemical, multiplexed, human Bcl-2 family; Bcl-2-like protein 10 (Homo sapiens), Q9HD36; bead-based flow cytometry, Bim peptide-Bcl-B binding; inhibition, % at 10 µM; actives 0.073% (n = 190,000);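 note: 0% = tracer peptide without compound and 100% = reference inhibitor peptide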
Target sequence (Q9HD36 whole entry, looked up): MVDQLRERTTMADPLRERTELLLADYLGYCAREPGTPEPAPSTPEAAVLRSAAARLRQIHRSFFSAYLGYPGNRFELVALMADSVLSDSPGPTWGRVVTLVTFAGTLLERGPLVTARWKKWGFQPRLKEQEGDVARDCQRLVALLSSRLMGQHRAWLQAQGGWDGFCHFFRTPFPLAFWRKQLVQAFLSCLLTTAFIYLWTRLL
Bim-Bcl-W: inhibitors of Bim binding to Bcl-W, primary screen, biochemical, multiplexed, bead-based flow cytometry; AID 952, 2007; Bcl-2-like protein 2 (Homo sapiens), Q92843; Bim peptide-Bcl-W binding; inhibition, % at 10 µM; actives 0.02% (n = 190,000);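 note: 0% = bound tracer without compound and 100% = peptide blocker; higher means less fluorescent Bim peptide bound to Bcl-W beads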
Bim-Bcl-2: inhibitors of Bim-Bcl-2 binding, primary screen, biochemical, multiplexed, human Bcl-2 family | Apoptosis regulator Bcl-2 (Homo sapiens), P10415 | Bead-based flow cytometry, Bim peptide-Bcl-2 binding | inhibition, % at 10 µM | AID 950, 2007 | actives 0.06% (n = 190,000); in the data active = inhibition above about 40%; inconclusive = no clear call, values can overlap the other calls;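 note: 0% = no compound wells with probe peptide and 100% = reference peptide inhibitor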
Numbers without * were called inactive; ? = inconclusive; . = no result given. Cut-off read from the data, not from the text of the source, unless noted: active = inhibition above about 40%.

entry	structure	Bfl-1 Bim block	Mcl1-Bid inh	Mcl-1 Bim block	RGS8-Gao reg	RGS4-Gao reg	Mcl1-Noxa inh
1	COc1ccc(S(=O)(=O)N2CCCC2C(=O)Nc2ccc(C(C)=O)cc2)cc1 (centres undefined)	-16	-3	0	100	101	1
2	CC1CN(C(=O)c2ccc(N3CCCCC3)c([N+](=O)[O-])c2)CC(C)O1 (centres undefined)	0	-45	-3	100	102	11
3	CCCCn1c(SCC(=O)NCc2ccco2)nnc1-c1ccco1	-16	-11	-1	99	100	-6
4	COC(=O)COn1c(SC(C)C)nc2ccccc2c1=O	-6	15	-4	106	101	13
5	Cc1ccc(-c2nnn(CC(=O)N(CCN3CCOCC3)C(C(=O)NC(C)(C)C)c3ccc(C)o3)n2)cc1 (centres undefined)	.	-18	.	96	79	-18
6	CCOc1ncccc1C(=O)OCc1nnc(-c2ccccc2)o1	-8	-26	-1	.	.	-11
7	Cc1nnsc1-c1nnc(SCC(=O)c2ccccc2)n1C1CC1	.	-9	.	100	95	-4
8	Cc1ccc(-c2nnn(CC(=O)NC3CC4CCC3C4)n2)cc1 (centres undefined)	-11	-17	0	104	101	12
9	CC(C)CCNC(=O)C1CCN(c2nc3ccccc3o2)CC1	-2	-12	0	104	101	14
10	CCc1ccccc1N(CC(=O)OC)S(C)(=O)=O	-10	-7	0	99	98	-2
11	CC1(C)CC(=O)c2ccc(O)cc2O1	-4	-21	0	98	97	10

entry	Bim-Bcl-XL	RGS7-Gao	Bcl-B Bim block	Bim-Bcl-W	Bim-Bcl-2
1	-5	101	-8	0	-12
2	-3	102	0	0	-1
3	-4	99	-7	2	-6
4	-3	102	-6	0	-4
5	.	?	.	.	.
6	0	.	-7	3	-7
7	.	?	.	.	.
8	-8	95	-8	-1	-8
9	-1	100	0	1	-5
10	1	96	-4	0	-4
11	0	101	-1	2	-3

Five entries from above, arranged by length of the SMILES, largest number first:
entry	structure	Bfl-1 Bim block	Mcl1-Bid inh	Mcl-1 Bim block	RGS8-Gao reg	RGS4-Gao reg	Mcl1-Noxa inh
5	Cc1ccc(-c2nnn(CC(=O)N(CCN3CCOCC3)C(C(=O)NC(C)(C)C)c3ccc(C)o3)n2)cc1 (centres undefined)	.	-18	.	96	79	-18
2	CC1CN(C(=O)c2ccc(N3CCCCC3)c([N+](=O)[O-])c2)CC(C)O1 (centres undefined)	0	-45	-3	100	102	11
1	COc1ccc(S(=O)(=O)N2CCCC2C(=O)Nc2ccc(C(C)=O)cc2)cc1 (centres undefined)	-16	-3	0	100	101	1
8	Cc1ccc(-c2nnn(CC(=O)NC3CC4CCC3C4)n2)cc1 (centres undefined)	-11	-17	0	104	101	12
6	CCOc1ncccc1C(=O)OCc1nnc(-c2ccccc2)o1	-8	-26	-1	.	.	-11

entry	Bim-Bcl-XL	RGS7-Gao	Bcl-B Bim block	Bim-Bcl-W	Bim-Bcl-2
5	.	?	.	.	.
2	-3	102	0	0	-1
1	-5	101	-8	0	-12
8	-8	95	-8	-1	-8
6	0	.	-7	3	-7

Source: PubChem BioAssay (several laboratories)

Hits appear at their usual frequency; overall some 2.7% were active at least once.
